# IMPase Li inh = IMPase inhibition in cells with lithium potentiation; CHO-M1 cells, IP1 TR-FRET (IP-One), carbachol + lithium; Potency, µM (highest dose often 59.4 µM), for the others: at the highest dose activity, negative = IMPase inhibition, actives largely listed as inhibitors; 210,000 compounds, 0.35% hits; AID 1457;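 note: IP1 builds up when IMPase is blocked and the TR-FRET signal falls; potency is the fitted concentration of half-maximal effect; plate controls were basal vehicle for no effect and high inhibitor control for full effect; nearly all actives have a fitted effect of over 50% in size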
#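 Steps: plate 2000 CHO-M1 cells per well and culture 16–30 h; add compound and lithium; incubate 30 min, 37C; add d2-IP1 tracer and Eu cryptate anti-IP1 antibody in lysis buffer; read after 10 min at room temperature.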
# CBFb RUNX1 block = CBF-beta/RUNX1 interaction disruption; Q01196+Q13951; AlphaScreen CBFb-His/RUNX1-biotin binding, biochemical; Potency, µM (doses to about 59.8 µM), inactives show at the highest dose activity, negative = inhibition, actives largely listed as inhibitors; 230,000 tested, under 10 active; note: % of control where 0% means no effect
# Target sequence (Q01196 whole entry, looked up): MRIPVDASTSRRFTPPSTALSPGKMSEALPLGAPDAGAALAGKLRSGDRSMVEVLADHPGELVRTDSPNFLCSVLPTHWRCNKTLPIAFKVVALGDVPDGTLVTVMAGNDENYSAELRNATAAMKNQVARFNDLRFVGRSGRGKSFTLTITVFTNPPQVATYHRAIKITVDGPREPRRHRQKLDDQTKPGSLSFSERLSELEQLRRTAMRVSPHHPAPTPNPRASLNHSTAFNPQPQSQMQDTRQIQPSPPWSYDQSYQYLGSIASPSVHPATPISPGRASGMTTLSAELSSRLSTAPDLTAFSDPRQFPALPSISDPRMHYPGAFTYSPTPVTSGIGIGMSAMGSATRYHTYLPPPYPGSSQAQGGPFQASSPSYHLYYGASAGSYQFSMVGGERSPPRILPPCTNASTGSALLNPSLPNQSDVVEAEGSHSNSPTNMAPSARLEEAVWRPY
# Target sequence (Q13951 whole entry, looked up): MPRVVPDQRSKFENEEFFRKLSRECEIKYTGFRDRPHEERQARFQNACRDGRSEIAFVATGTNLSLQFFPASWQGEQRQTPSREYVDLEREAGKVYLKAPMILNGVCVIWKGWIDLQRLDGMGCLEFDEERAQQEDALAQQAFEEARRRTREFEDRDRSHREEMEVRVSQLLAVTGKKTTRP
#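 Inhibition was taken as any reduction in AlphaScreen signal from the CBF-beta–RUNX1 pair (His and biotin tags, 30 nM each), measured after compound (15 min) and bead (90 min) incubations at room temperature.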
# aGal spleen mod = alpha-galactosidase A (human) modulation; Potency, µM (doses to about 80 µM), for the others: top-dose activity change, negative = inhibition, usual class: inhibitors; AID 2107; human spleen homogenate, 4MU-alpha-Gal fluorescence, 40 min; 240,000 compounds, 0.008% hits; P06280;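 note: potency is the fitted concentration of half-maximal effect; 0% = enzyme with vehicle and -100% = no enzyme basal signal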
#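 qHTS titration in buffer at pH 5.0. Alpha-galactosidase activity in spleen homogenate was measured via 4-methylumbelliferone release from 1 mM fluorogenic substrate after 40 min at 37C and a pH 10 stop. AC50 came from Hill fits of control-normalized data.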
# KinaseGlo FLuc = counter-screen: inhibitors of Kinase-Glo firefly luciferase; Potency, µM (doses to about 38.3 µM), without a hit: at the top dose activity change, negative = inhibition, usual class: inhibitors; AID 1379; Q27757; 200,000 compounds, 0.28% hits; Kinase-Glo luciferase, ATP luminescence, 8 min; note: potency is the fitted concentration of half-maximal effect; % is set by controls: 0 for no effect and ±100 for the full control effect; nearly all actives have a fitted effect of over 60% in size
#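 Inhibition of Kinase-Glo luciferase light generation was assessed at 10 uM ATP in pH 7.2 imidazole buffer, with luminescence measured after eight minutes at ambient temperature.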
# Epigenetic reg = epigenetic control regulation, reporter derepression. 280,000 compounds, 0.2% hits. Potency, µM (titrated, usually from 53.9 µM), without a hit: at the top dose GFP activation, hits mostly activators. murine LDR cells, GFP reporter derepression, 30 h; note: potency is the fitted concentration of half-maximal effect; % of control where 0% means no effect; nearly all actives have a fitted effect of over 60% in size
#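 Murine LDR cells bearing a silenced CMV-driven GFP reporter were exposed to compound for 30 h at 37 C. After PBS washes, GFP-positive cells (20-120 um objects) counted by laser-scanning microplate cytometry.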
# NPSR antag = blocks cAMP signaling of the human neuropeptide S receptor. Potency, µM (titrated, usually from 38.3 µM), inactives show at the top dose activity change, negative = inhibition, hits mostly inhibitors. 220,000 compounds, 1% hits. Q6W5P4. AID 1461. CHO-NPSR cells, cAMP TR-FRET, antagonist mode; note: potency is the fitted concentration of half-maximal effect; % is set by controls: 0 for no effect and ±100 for the full control effect; nearly all actives have a fitted effect of over 50% in size; many of its hits are not listed in these tables
# Target sequence (Q6W5P4 whole entry, looked up): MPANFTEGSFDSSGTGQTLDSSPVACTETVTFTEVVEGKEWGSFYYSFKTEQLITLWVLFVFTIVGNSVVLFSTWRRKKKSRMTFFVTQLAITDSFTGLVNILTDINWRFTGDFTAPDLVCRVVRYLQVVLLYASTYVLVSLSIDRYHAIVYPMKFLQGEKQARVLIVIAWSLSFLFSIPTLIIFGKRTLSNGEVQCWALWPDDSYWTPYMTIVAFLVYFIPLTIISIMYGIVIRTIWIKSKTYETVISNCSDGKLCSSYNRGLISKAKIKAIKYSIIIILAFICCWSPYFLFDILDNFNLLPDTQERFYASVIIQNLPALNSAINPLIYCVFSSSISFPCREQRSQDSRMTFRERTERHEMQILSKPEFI
# LMNA splice mod = changes lamin A minigene splicing in HeLa cells. HeLa LMNA splicing GFP/RFP minigene ratio, 48 h. Potency, µM (series often up to 46.1 µM), without a hit: at the highest dose ratio change, negative = inhibition, hits mostly inhibitors. 200,000 compounds, 0.01% hits. AID 1487; active = well fitted inhibition curve with a large enough effect in the signal ratio, with a control signal flat, not every such curve was filed as active; inconclusive = small, poorly fitted or top-dose-only effect, or effect the other way, or a change in a side signal; the % refers to the signal ratio; note: potency is the fitted concentration of half-maximal effect; % is set by controls: 0 for no effect and ±100 for the full control effect
#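 Read-out is the ratio of GFP to DsRed2 object intensity, acquired by 488 nm laser-scanning cytometry on HeLa lamin A-EGFP minigene reporter cells. Compound incubation 48 hrs at 37 °C in Opti-MEM with 2% FBS; DMSO 0.5% final.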
# * marks the source's active call; other numbers are inactive results; ? = inconclusive; / = no result given; & = joins results of further samples; [ ] = another dose, or the depositor's remark. Unless noted, calls come from the whole dose curve; as a rule, active = well fitted curve in the direction sought with a large enough effect; inconclusive = small, poorly fitted or top-dose-only effect, or another doubt; inactive = no such curve, though single readings can be large; an effect the other way counts as inactive or inconclusive.
SMILES,IMPase Li inh,CBFb RUNX1 block,aGal spleen mod,KinaseGlo FLuc,Epigenetic reg,NPSR antag,LMNA splice mod
Cc1ccc(S(=O)(=O)N2CCN(c3nc(C)nc4sc(C)c(C)c34)CC2)cc1,13%,29%,-3%,0%,-3.4%,7%[46.1 µM],-6%
NC1(C(=O)O)C[C@@H](C(=O)O)[C@H](C(=O)O)C1,-2%&12%&7%,?,-7%&-2%&5%,2%&1%,0.0%&-0.4%&5.1%,/,/
Cc1ccc(-c2ccc(CCC(=O)O)n2NC(=O)c2ccco2)cc1,-9%[38.3 µM],1%,-5%,12%,-3.6%,?,-2%
COCCn1c(SCC(=O)N2CCCCC2)nc2cccnc21,-3%[38.3 µM],5%,10%,4%,-1.0%,?,-4%
COC(=O)NC(/C(C(=O)OC)=C(\C)NCc1ccccc1)c1ccccc1 (centres undefined),/,2%[13.1 µM],13%[17.5 µM],/,0.0%[10.1 µM],/,/
Cc1ccc(NC2=C(Cl)C(=O)OC2OC(C)C)c(C)c1 (centres undefined),7%,6%,-2%,-2%,-0.9%,6%,-13%
O=[N+]([O-])/C(=C\Nc1ccccc1Cl)S(=O)(=O)c1ccccc1,8%[38.3 µM],11%,14%,6%,1.8%,1%[46.1 µM],?
Cn1nnnc1SCCNS(=O)(=O)c1ccccc1,-19%[38.3 µM],7%,0%,1%,-0.7%,1%[46.1 µM],3%
CN(CC(=O)Nc1ccc(S(=O)(=O)N2CCCC2)cc1)Cc1c(F)cccc1Cl,23%,7%,-10%,-2%,-0.3%,-37%,/
O=C(Nc1cccc(C(F)(F)F)c1)c1n[nH]c(Cn2cncn2)n1,12%[38.3 µM],-4%,-1%,-3%,-1.3%,-2%[46.1 µM],3%
O=C(CC(C(=O)O)c1ccccc1)Nc1ccccc1 (centres undefined),-2%,4%,5%,1%,-2.8%,12%,0%
COc1ccc(-c2nnc(COc3ccc4ccccc4c3)o2)cc1OC,47%[activator][38.3 µM],2%,1%,-3%,-10%,-13%[46.1 µM],?
Cc1ccc(-c2c(C)n([O-])c3c([n+]2=O)CCC3)o1,-2%[38.3 µM],14%,8%,-7%,1.0%,-1%[46.1 µM],3%
CN1CCC(N(C)CC(=O)Nc2ccccc2N2CCOCC2)CC1,-8%[38.3 µM],1%,7%,-1%,-2.3%,-2%[46.1 µM],4%
CC(C)N(C(=O)COC(=O)CNC(=O)c1ccc(Br)cc1)c1ccccc1,0%,-3%,-3%,2%,0.0%,12%,-1%
CCC1(C)Cc2ccccc2-c2nc(NCCCO)n(-c3ccccc3)c(=O)c21 (centres undefined),23%[38.3 µM],1%,29%,1%,0.8%,-28%[46.1 µM],5%
Cc1cc(C(=O)N/N=C/c2ccco2)n[nH]1,1%,-2%,5%,-12%,-7.7%,2%,-12%[46 µM]
O=S(=O)(c1cccc2c(I)cccc12)N1CCCNCC1,-12%&-24%,15%&12%&10%,8%&4%&13%,-1%,0.0%&0.8%,?,?
O=C(c1ccccc1)c1cc2ccc(O)cc2oc1=O,5%[38.3 µM],1%,-10%,11µM*,4.6%,-13%[46.1 µM],2%
CCn1c(-c2ccc3ncccc3c2)n[nH]c1=S,-5%[38.3 µM],0%,1%,1%,-1.1%,-2%[46.1 µM],-7%
O=C(CN1C(=O)/C(=C/c2c(F)cccc2Cl)Oc2ccccc21)NCc1ccco1,18%,-12%,12%,-2%,3.9%,-58%,?
O=C(NCc1ccc2c(c1)OCO2)c1ccc(S(=O)(=O)N2CCOCC2)cc1,-5%,19%,2%,4%,-3.9%,2%,?
Cc1ccc(NC(=O)C2CC(=O)Nc3ncnn32)c(C)c1 (centres undefined),/,0%,0%,/,0.0%,12%,/
CN1CCN(c2nc(Nc3ccccc3)nc(N)c2[N+](=O)[O-])CC1,/,-3%,-10%,/,-1.2%,0%,/
O=C(c1cccc(F)c1)N1CCC2(CCN(Cc3ccncc3)CC2)CC1,8%,/,-3%,1%,/,/,/
O=C(c1ccccc1)N1CCN(C2C3CC4CC(C3)CC2C4)CC1 (centres undefined),0%[38.3 µM],2%,4%,-7%,-5.6%,-4%[46.1 µM],12%
CCN(C(=O)c1nn(-c2ccc(OC)cc2)c(=O)c2c1c1ccccc1n2C)c1ccc(OC)cc1,15%,0%,1%,/,1.1%,-44%,/
O=C(CCN1c2ccccc2Sc2ccccc21)OCC(=O)N1CCN(C(=O)c2ccco2)CC1,14%[38.3 µM],-17%,1%,5%,3.8%,-23%[46.1 µM],6%
O=C(CN1CCN(c2ccc(F)cc2)CC1)N1CCOCC1,/,-2%,-6%,/,-8.8%,2%[46.1 µM],3%
COc1ccc(-c2cc(-c3ccccc3O)[nH]n2)cc1OC,3%[38.3 µM],-6%,-8%,10%,-1.4%,-26%[46.1 µM],4%
CSC1=N/C(=C/c2ccc(-n3cncn3)cc2)C(=O)N1,/,0%,-14%,/,-1.1%,-37%,/
Cc1cc2c(cc1C)NC(c1nc3ccccc3[nH]1)C1=C(CC(C)(C)CC1=O)N2 (centres undefined),-3%[38.3 µM],-4%,-10%,2%,3.0%,-11%[46.1 µM],-1%
CC1CCCC(NC(=O)NC(=O)CCl)C1C (centres undefined),-10%,-5%,-4%,-2%,0.0%,-13%,?
Cc1nn(Cc2ccccc2)c(Cl)c1/C=N/NC(=O)c1cccnc1,-1%,-2%,3%,2%,0.0%,9%,?
COc1ccc(-c2[nH]ncc2CNC(C)c2cn(C)nc2C)c(F)c1 (centres undefined),5%,7%,6%,-1%,0.1%,-9%,?
COc1ccc(CCNC(=O)CCNC(=O)c2ccc(Br)cc2)cc1OC,/,2%,15%,/,-0.9%,-3%[46.1 µM],-3%
Nc1nnc(SCC(=O)OCc2ccccc2)s1,-1%,1%,4%,-3%,0.0%,11%,-2%
CN(C)c1nc(=NCc2ccco2)ss1,/,-19%,-3%,/,?,?,/
NN=C1c2cc([N+](=O)[O-])ccc2-c2ccc([N+](=O)[O-])cc21,3%,3%,6%,1%,-1.0%,-10%,-20%[46 µM]
O=C(Nc1cccnc1)c1ccc(COc2ccccc2Cl)o1,-8%[38.3 µM],-2%,5%,-2%,-1.2%,3%[46.1 µM],6%
CCC(c1nnnn1C(C)C)N1CCN(C2CCCC2)CC1 (centres undefined),/,0%,-4%,/,-5.6%,-1%[46.1 µM],2%
CC1=NN(S(=O)(=O)c2ccc(F)cc2)C(=O)c2ccccc2O1,-4%[38.3 µM],-3%,-3%,1%,-1.1%,-2%[46.1 µM],2%
COc1ccc(NC(=O)N2CCCC2)cc1OC,2%[38.3 µM],-9%,-11%,-3%,0.5%,-2%[46.1 µM],-1%[0.0737 µM]
CCCCC(CC)CO (centres undefined),-4%,14%[21.7 µM],2%,/,/,/,/
COC(=O)C1=C(C)N(Cc2ccco2)C(=O)/C1=C\c1ccc(N(C)C)cc1,1%,1%,-4%,-1%,16%,-12%,2%
Cc1ccc(NS(=O)(=O)c2cccc(C(=O)O)c2)cc1S(=O)(=O)N1CCOCC1,-1%,1%,0%,4%,-0.9%,23%,-9%
COc1cc(OC)c(OC)cc1/C=N/NC(=O)CC1C(=O)NN=C1C (centres undefined),-2%,7%,-4%,6%,-0.9%,-1%[46.1 µM],-7%
O=C(CSCCO)Nc1nccs1,2%[38.3 µM],3%,0%,0%,-0.9%,2%[46.1 µM],10%
CCOc1cc(CO)cc(Br)c1OCC(N)=O,1%,4%,2%,5%,-1.9%,19%,19%[46 µM]
CC(=O)Nc1cccc(NC(=O)c2c(-c3ccccc3)noc2C)c1,6%[38.3 µM],1%,0%,1%,-0.1%,-5%[46.1 µM],-5%
COC(=O)C(O)(CC(=O)Nc1cc(OC)c(OC)c(OC)c1)C(F)(F)F (centres undefined),8%,?,1%,-2%,-1.2%,0%[46.1 µM],-4%
CN1C(=O)N(C)C2=NNC=NC2(O)C1=O (centres undefined),-2%,13%,-6%,-4%,2.3%,/,/
Cc1ccc(-n2ncc3c(=O)n(Cc4ccccn4)cnc32)cc1C,-1%[38.3 µM],6%,2%,-3%,-3.1%,?,-6%
COCCN(CC(=O)Nc1ccc(F)cc1)S(=O)(=O)c1ccc(S(=O)(=O)N2CCCC2)cc1,/,-1%,3%,/,-0.9%,-2%[46.1 µM],?
COC(=O)N1C2CC3(C)CC(=O)CC1(C)C3c1ccccc12 (centres undefined),-8%,5%[13.1 µM],16%[17.5 µM],-6%[7.66 µM],/,/,12%[9.22 µM]
Clc1nc2ccccc2nc1-c1ccccc1,/,12%,-3%,/,1.6%,3%,/
CCN(CC)C(=O)CSc1nnc(-c2ccc(S(=O)(=O)N3CCCC3)cc2)o1,5%[38.3 µM],2%,0%,-5%,-1.0%,-9%[46.1 µM],-5%
CCCC(CCC)C(=O)Oc1cc(C)[nH]c(=O)c1[N+](=O)[O-],4%,-3%,0%,10%,2.3%,19%,/
CC(C)(C)c1ccc(OCC(=O)N/N=C/C2CC=CCC2)cc1 (centres undefined),3%,5%,1%,2%,-1.4%,-6%,/
COc1ccc(CCN2C(=O)N(c3ccc(OC)cc3)C(=O)C2CC(=O)Nc2ccccc2)cc1 (centres undefined),2%,0%,5%,-1%,-3.9%,-14%,16%[9.22 µM]
# Next structures follow.
SMILES,IMPase Li inh,CBFb RUNX1 block,aGal spleen mod,KinaseGlo FLuc,Epigenetic reg,NPSR antag,LMNA splice mod
CCCCc1ccc(NC2=NCC(=O)N2CCc2ccccc2)cc1,11%,9%,2%,-3%,0.5%,35%,?
Cc1nc(SCC(=O)Nc2ccccn2)n[nH]1,-2%,-5%,-4%,-1%,4.1%,5%,-20%[46 µM]
Cc1cccc(NC(=S)N/C(=N/S(=O)(=O)c2ccccc2)c2ccccc2)c1,30%[38.3 µM],-2%,2%,3%,0.9%,-15%[46.1 µM],-3%
Cc1occc1-c1nnc(SCC(=O)N2c3ccccc3CCc3ccccc32)n1C,10%[38.3 µM],1%,10%,2%,-1.0%,-8%[46.1 µM],13%
CCCCCCCCS(=O)CCC(=O)O (centres undefined),-11%,-3%,-5%,10%,-2.2%,11%,?

# Compound profiles, from the list above. Order of screens: IMPase Li inh, CBFb RUNX1 block, aGal spleen mod, KinaseGlo FLuc, Epigenetic reg, NPSR antag, LMNA splice mod
# Record of CCCCc1ccc(NC2=NCC(=O)N2CCc2ccccc2)cc1 = 11%, 9%, 2%, -3%, 0.5%, 35%, ?
# Record of Cc1occc1-c1nnc(SCC(=O)N2c3ccccc3CCc3ccccc32)n1C = 10%[38.3 µM], 1%, 10%, 2%, -1.0%, -8%[46.1 µM], 13%
# Record of CCCCCCCCS(=O)CCC(=O)O (centres undefined) = -11%, -3%, -5%, 10%, -2.2%, 11%, ?

# Screens as filed in PubChem BioAssay.

# This is a subset; rates above refer to the full screens.
